ssDAF-12 act: activates DAF-12 receptor from parasite S. stercoralis. activation, % at 6.8 µM. AID 652126. HEK293 ssDAF-12/GRIP1 lit1-tk-luc reporter, luminescence; % of 3 µM dafachronic acid response. 1% of 370,000 active;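 active = activation above the mean over all tested compounds plus 3 SD, cut at about 0.9% in these data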;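 note: 0% = DMSO-only wells and 100% = 3 µM delta7-dafachronic acid wells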
SMARCA2 act: SMARCA2 function activation, primary screen; MG213 cells, MMTV-luciferase reporter, dexamethasone, overnight; activation, % at 9.1 µM; 1% of 370,000 active; in the data active = activation above about 7.8%;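 note: 0% = vehicle wells and 100% = reference activator wells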
GC-A act: GC-A (human) enzyme activation; 0.14% of 370,000 active; HEK293 GC-A cells, cGMP TR-FRET, EC30 ANP; 0% at EC30 ANP, 100% saturating ANP; P16066; activation, % at 10 µM; in the data active = activation above about 40%
hgDAF12 agonist: agonists of H. glycines DAF-12 nuclear receptor. HEK293 GAL4-hgDAF12 UAS-luciferase reporter, agonist luminescence; normalized to butyrate control. activation, % at 6.8 µM. 1.8% of 370,000 active;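 active = activation above a cutoff set at the mean of all screened compounds plus 3 SD, cut at about 10% in these data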;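 note: 0% = DMSO wells and 100% = sodium butyrate wells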
ADAM10 inh: ADAM10 inhibition, QFRET primary screen. O14672. recombinant ADAM10, EDANS/DABCYL FRET peptide cleavage, 3 h. inhibition, % at 7 µM. 0.62% of 370,000 active. AID 720582;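 active = inhibition above a per-campaign cutoff equal to the mean of compounds falling between control-based bounds plus 3 SD, cut at about 20% in these data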;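 note: 0% = DMSO wells while the 100% control is not disclosed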
hcDAF12 agonist: activators of H. contortus DAF-12 nuclear receptor; HEK293 hcDAF-12 lit1-tk-luc reporter, luminescence; 0% DMSO, 100% Δ7-dafachronic acid; activation, % at 6.8 µM; 1.4% of 370,000 active; AID 652067;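 active = activation above the mean of all tested compounds plus 3 SD, cut at about 5.5% in these data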;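 note: 100% = response to 3 µM Δ7-dafachronic acid high control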
DAX1 inh-1: inhibitors of DAX1 repression of SF-1 activated StAR promoter | HEK293T StAR-luciferase reporter, SF-1/DAX-1 repression relief | inhibition, % at 6.8 µM | 1.1% of 370,000 active | AID 652010;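 active = inhibition above the mean over all tested compounds plus 3 SD, cut at about 3.6% in these data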;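 note: 0% = DAX-1 cells with DMSO and 100% = cells lacking DAX-1 with DMSO; higher inhibition means more luminescence from relief of DAX-1 repression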
DAX1 inh-2: NR0B1 (DAX1) inhibition | P51843 | HEK293 Gal4-DAX1 luciferase reporter, luminescence | inhibition, % at 6.75 µM | 0.99% of 340,000 active | AID 504766;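 active = inhibition above the mean over all tested compounds plus 3 SD, cut at about 4.2% in these data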;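 note: 0% = DAX1-transfected cells with DMSO and 100% = empty-vector control cells with DMSO; inhibition shows as a rise in luminescence from relieved DAX1 repression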
Target sequence (P51843 207-470 limits assumed): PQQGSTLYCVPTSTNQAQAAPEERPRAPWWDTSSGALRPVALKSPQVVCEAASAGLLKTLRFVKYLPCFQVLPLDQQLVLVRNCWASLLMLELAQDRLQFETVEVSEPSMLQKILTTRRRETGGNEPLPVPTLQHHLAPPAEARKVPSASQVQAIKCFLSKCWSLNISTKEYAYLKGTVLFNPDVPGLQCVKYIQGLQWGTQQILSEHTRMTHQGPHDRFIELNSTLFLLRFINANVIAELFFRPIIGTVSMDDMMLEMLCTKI
PG9 binder: small molecules binding HIV-1 gp120 antibody PG9; TR-FRET gp120-PG9 antibody binding; inhibition, % at 6.7 µM; 0.43% of 360,000 active; in the data active = inhibition above about 8.5%
FXN GAA850 act: increases GAA850 frataxin promoter reporter activity; HEK293 lucGAA850 FXN promoter luciferase reporter, 24 h; percent of 10 µM SAHA response; activation, % at 6 µM; AID 540364; 0.56% of 360,000 active;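 active = activation above the average of all compounds screened plus 3 SD, cutoff fixed separately per campaign, cut at about 7.5% in these data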;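 note: 0% = DMSO wells and 100% = 10 µM SAHA wells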
ADAM17 inh: ADAM17 inhibition, QFRET primary screen; P78536; 0.83% of 370,000 active; inhibition, % at 6.95 µM; recombinant ADAM17, EDANS/DABCYL FRET peptide cleavage;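 active = inhibition above the mean of compounds lying between control limits plus 3 SD, set per campaign, cut at about 8.5% in these data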;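 note: 0% = DMSO-only wells as the low control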
Target sequence (P78536 215-824 limits assumed): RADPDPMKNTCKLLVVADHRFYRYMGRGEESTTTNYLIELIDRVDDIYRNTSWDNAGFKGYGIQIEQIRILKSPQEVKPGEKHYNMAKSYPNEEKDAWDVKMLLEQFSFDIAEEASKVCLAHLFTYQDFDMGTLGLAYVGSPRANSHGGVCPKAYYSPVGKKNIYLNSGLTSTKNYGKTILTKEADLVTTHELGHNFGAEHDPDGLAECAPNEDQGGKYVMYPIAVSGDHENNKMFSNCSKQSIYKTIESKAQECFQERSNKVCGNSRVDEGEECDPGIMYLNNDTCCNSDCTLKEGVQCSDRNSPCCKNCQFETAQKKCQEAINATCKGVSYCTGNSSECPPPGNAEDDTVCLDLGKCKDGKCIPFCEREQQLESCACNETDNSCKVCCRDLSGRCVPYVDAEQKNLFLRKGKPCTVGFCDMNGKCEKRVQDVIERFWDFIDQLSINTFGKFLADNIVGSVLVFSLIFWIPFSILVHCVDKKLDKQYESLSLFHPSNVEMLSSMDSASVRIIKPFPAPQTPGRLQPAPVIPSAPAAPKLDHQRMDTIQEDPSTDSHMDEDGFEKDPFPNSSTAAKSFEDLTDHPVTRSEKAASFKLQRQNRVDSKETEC
* marks the source's active call; other numbers are inactive results; i = inactive; . = not tested or not shown.

SMILES | ssDAF-12 act | SMARCA2 act | GC-A act | hgDAF12 agonist | ADAM10 inh | hcDAF12 agonist | DAX1 inh-1 | DAX1 inh-2 | PG9 binder | FXN GAA850 act | ADAM17 inh
CCOC(=O)C1=C(C(=O)OCC)C2N(Cc3ccc(C#N)cc3)c3ccccc3[C@@]23C[C@@H](C(=O)OC)N(S(=O)(=O)c2ccc(OC)cc2)C3=N1 (stereo partly drawn) | -0.1 | -5 | -2 | 3.4 | 16 | 2.0 | 1.7 | . | -0.5 | . | 12*
O=C(NCCC1=CCCCC1)c1ccc(F)c(S(=O)(=O)N2CCOCC2)c1 | -0.4 | 2 | -1 | 1.1 | -14 | 0.5 | -0.2 | -1.2 | -0.3 | -1.7 | 0
CC(Cc1ccccc1)C(=O)NCCO (stereo not drawn) | -1.2 | 2 | 5 | 0.6 | 5 | 0.9 | 0.4 | 0.2 | -0.7 | -1.2 | 1
Cc1ccc(S(=O)(=O)N2CCN(C(=O)C3Cc4ccccc4CN3C(=O)c3ccco3)CC2)cc1 (stereo not drawn) | -0.6 | 0 | 2 | 0.5 | 1 | -0.9 | 0.9 | -0.1 | 2.4 | -1.0 | 2
N#Cc1ccc(S(=O)(=O)NCC(=O)OCC(=O)N2CCCC2=O)cc1 | 0.1 | -3 | 3 | 3.7 | -7 | 0.2 | 0.3 | 3.0 | 0.4 | -1.1 | -5
COc1ccc2ccc(=O)oc2c1CC(O)C(C)(C)O (stereo not drawn) | 0.4 | 2 | -2 | -0.6 | i | 3.3 | 0.7 | -0.4 | -0.3 | -1.9 | -158
CCn1c(SCC(=O)NCC2CCCO2)nnc1-c1ccc(Cl)cc1 (stereo not drawn) | -1.6 | 1 | -3 | 0.3 | -2 | 1.6 | 0.4 | -0.7 | 0.7 | -0.5 | -4
O=C1O[C@H](CO)[C@@H](O)[C@H](O)[C@H]1O | -1.2 | -7 | 5 | -1.1 | -1 | 1.1 | 0.0 | -1.0 | 0.1 | -0.1 | -3
CN(C)c1ccc(/C=C(\NC(=O)c2ccccc2)C(=O)NCCN2CCOCC2)cc1 | -0.8 | -1 | -8 | -0.6 | -6 | -0.3 | -0.1 | -0.7 | -7.3 | -0.5 | 2
C[N+](C)(C)C[C@H](O)CC(=O)[O-] | -1.2 | -4 | 1 | -3.2 | -22 | 1.6 | 0.0 | 2.4 | 0.6 | -1.5 | -2
CN(C)CCNc1nc2sc3c(c2c(=O)n1CCc1ccccc1)CCCCC3 | -0.6 | 4 | 0 | 1.6 | 4 | -0.7 | 1.3 | 7.0* | -1.9 | -0.4 | 1
Nc1ccc(C(=O)OCC(=O)NC2CCS(=O)(=O)C2)cc1[N+](=O)[O-] (stereo not drawn) | -1.3 | -2 | -2 | 1.3 | 0 | 0.5 | -0.4 | 3.3 | -0.6 | -0.9 | 2
CC(=O)N(C)c1nnc(-c2ccccn2)s1 | -0.7 | 1 | -2 | 4.6 | -12 | -1.0 | 0.5 | 1.4 | -0.2 | 2.4 | -5
CCN(CC)c1ccc(/C=N/N2CCN(Cc3ccc(C)cc3C)CC2)c(O)c1 | -0.5 | -2 | 2 | 2.8 | 8 | 0.8 | -0.2 | -1.2 | -1.1 | -0.7 | -2
NC(=O)c1sc(-c2ccsc2)cc1NS(=O)(=O)c1ccc(C(F)(F)F)cc1 | -1.2 | 3 | 1 | 1.3 | 7 | 1.0 | -0.3 | . | -2.3 | 1.1 | 0
COC(=O)[C@@H]1C[C@H]2CC[C@H](O)C[C@H]2N1Cc1ccc(Cl)cc1 | -1.0 | 1 | 4 | 1.4 | -5 | -1.4 | 0.4 | 1.2 | 1.0 | 0.3 | 0
CC(C)(C)NC(=O)CC(c1ccccc1)c1ccccc1O (stereo not drawn) | -0.8 | -4 | -4 | -3.8 | 9 | -2.9 | 0.4 | -1.3 | 1.1 | 1.8 | 2
CCn1nc(C)cc1C(=O)Sc1cccc(Cl)c1 | -1.7 | -4 | 8 | -1.0 | -3 | -1.2 | -0.3 | 3.1 | -1.6 | 0.5 | -5
O=C(CCCn1c(=S)[nH]c2cc3c(cc2c1=O)OCO3)N1CCN(c2ccc(F)cc2)CC1 | -0.5 | -5 | -4 | -2.1 | 19 | 1.3 | -0.3 | -0.7 | -1.0 | 1.1 | 5
CC1CCCCC1NS(=O)(=O)CCNC(=O)c1ccccc1 (stereo not drawn) | -1.3 | 1 | 0 | -2.5 | -2 | 0.2 | 0.2 | 0.3 | -0.3 | -0.3 | -3
CC12CCC(C(=O)N(CC(O)CN3CCCCC3)C1=O)C2(C)C (stereo not drawn) | -0.7 | -3 | -1 | 2.8 | 3 | -0.4 | 0.4 | 2.4 | 0.5 | 0.6 | -5
Cc1cccc(NC(=O)CSc2ccc(-c3ccco3)nn2)c1 | -1.3 | 0 | 0 | 0.7 | -8 | -1.8 | -0.6 | 0.6 | -1.3 | -1.5 | -3
Cn1cc(Br)c(-c2cccc(NC(=O)CCC(=O)O)c2)n1 | -1.0 | 0 | -2 | 2.7 | 4 | -0.3 | 0.7 | 0.7 | -0.2 | -1.2 | -4
O=C(Nc1cccnc1)c1cc2cc(Br)ccc2oc1=O | -1.5 | -4 | -3 | 1.4 | 0 | -1.3 | -0.2 | -0.1 | 0.2 | 0.6 | -2
COc1ccccc1CNc1nc2cc(-c3sccc3C)sc2c(=O)n1C | -0.5 | 1 | -6 | 7.8 | -23 | 1.6 | 2.4 | . | 0.6 | 4.1 | -11
CC(=O)/C=C\c1ccccc1OC(=O)c1cc2ccccc2oc1=O | -1.1 | 3 | 2 | 0.6 | 5 | 0.1 | 0.4 | 1.8 | -0.7 | 4.0 | -3
COc1ccc(NC(=O)c2cccc(Cn3cc(Br)cn3)c2)cn1 | -1.6 | -2 | -9 | -1.5 | 1 | -2.3 | 0.0 | -2.2 | 1.5 | -0.3 | -3
O=C(Nc1ccon1)c1ccccc1Cl | -0.9 | 1 | 4 | 2.4 | 2 | -0.2 | 0.0 | 0.9 | 1.9 | -0.4 | 1
COC(=O)[C@H]1C[C@@H]1[C@H](NC(=O)OCc1ccccc1)c1ccccc1 | -0.9 | -1 | 4 | 1.1 | -2 | 0.8 | 0.4 | 1.7 | -0.8 | 0.9 | -4
Fc1c(F)c(-n2nnc3ccccc32)c(F)c(F)c1Cl | -1.3 | 3 | 1 | -1.2 | 4 | 2.1 | 0.2 | -0.4 | -1.2 | 2.4 | 2
Cc1cc(C)cc(-c2nnc(SCC(=O)c3c(N)n(C4CC4)c(=O)[nH]c3=O)o2)c1 | -0.8 | 1 | -5 | 3.4 | -4 | 0.8 | 0.1 | -0.4 | -0.3 | 0.6 | -1
COc1ccc([N+](=O)[O-])cc1NC(=O)CSc1nc(C)cc(C)n1 | -1.6 | -2 | 7 | -1.9 | 5 | 1.4 | -0.3 | -0.7 | -1.8 | 2.7 | 5
Cc1ccc2nc(-c3ccccc3)c(CN3CCN(c4ccccc4F)CC3)n2c1 | -1.4 | -3 | -3 | 6.3 | -3 | 4.2 | 0.1 | 0.1 | -0.2 | -0.1 | 0
O=C1OC2C(O)COC23OC(O)CCC13O (stereo not drawn) | -0.3 | -3 | -3 | 3.4 | -5 | 1.6 | -0.4 | . | 2.1 | . | -4
CCN(CC(=O)Nc1ccc(OC(F)F)cc1)C1CCCCC1 | -1.9 | -1 | 3 | 0.8 | -8 | -2.7 | -0.6 | 3.0 | 0.8 | 1.5 | -7
CC[C@@H](C(=O)[C@@H](C)[C@@H](O)[C@H](C)[C@@H]1O[C@@H]([C@@H](CC)C(=O)O)CC[C@@H]1C)[C@H]1O[C@]2(C=C[C@@H](O)[C@]3(CC[C@@](C)([C@H]4CC[C@](O)(CC)[C@H](C)O4)O3)O2)[C@H](C)C[C@@H]1C | -2.9 | -12 | 3 | -16 | -7 | -7.4 | -3.7 | -5.0 | 1.2 | -11 | -5
Cc1nn(CC(=O)Nc2ccc(N3CCOCC3)cc2)c(C)c1[N+](=O)[O-] | -0.4 | 1 | 0 | 0.2 | 1 | 0.4 | -1.8 | 3.0 | -1.1 | 1.4 | -1
O=C(NCc1ccc(Cl)cc1)C(=O)NCC1OCCN1C(=O)c1ccc(Cl)cc1 (stereo not drawn) | -1.3 | -2 | -3 | 0.2 | 2 | 1.1 | 0.6 | 0.9 | 0.6 | -0.6 | 0
CC(C)C[C@H]1CN([C@@H](Cc2ccccc2)CN2CCC[C@H]2CN2C(=O)C(=O)NC[C@@H]2Cc2ccc(O)cc2)C(=O)C(=O)N1CC1CCCCC1 | -0.7 | -2 | 2 | 1.4 | -11 | 1.5 | -0.6 | . | 0.9 | . | -3
Cc1ccc(C(=O)N(CN2CCCC2=O)c2ccccc2)cc1 | -1.2 | -2 | -1 | 5.6 | -4 | 1.5 | -0.1 | 2.5 | 0.5 | 1.4 | -7

Record cards, as listed above. Order of values: ssDAF-12 act	SMARCA2 act	GC-A act	hgDAF12 agonist	ADAM10 inh	hcDAF12 agonist	DAX1 inh-1	DAX1 inh-2	PG9 binder	FXN GAA850 act	ADAM17 inh
Entry for `Fc1c(F)c(-n2nnc3ccccc32)c(F)c(F)c1Cl` : -1.3	3	1	-1.2	4	2.1	0.2	-0.4	-1.2	2.4	2
Entry for `O=C(NCc1ccc(Cl)cc1)C(=O)NCC1OCCN1C(=O)c1ccc(Cl)cc1` (stereo not drawn) : -1.3	-2	-3	0.2	2	1.1	0.6	0.9	0.6	-0.6	0
Entry for `CC(=O)/C=C\c1ccccc1OC(=O)c1cc2ccccc2oc1=O` : -1.1	3	2	0.6	5	0.1	0.4	1.8	-0.7	4.0	-3
Entry for `COC(=O)[C@H]1C[C@@H]1[C@H](NC(=O)OCc1ccccc1)c1ccccc1` : -0.9	-1	4	1.1	-2	0.8	0.4	1.7	-0.8	0.9	-4
Entry for `Cc1ccc2nc(-c3ccccc3)c(CN3CCN(c4ccccc4F)CC3)n2c1` : -1.4	-3	-3	6.3	-3	4.2	0.1	0.1	-0.2	-0.1	0

(further entries)
SMILES | ssDAF-12 act | SMARCA2 act | GC-A act | hgDAF12 agonist | ADAM10 inh | hcDAF12 agonist | DAX1 inh-1 | DAX1 inh-2 | PG9 binder | FXN GAA850 act | ADAM17 inh
Cc1oc(-c2cc(Cl)cc(Cl)c2)cc1C(=O)NCCc1ccccc1 | -0.3 | 4 | 0 | -2.3 | 7 | 1.0 | -0.1 | 1.6 | -1.7 | 1.4 | 2
Brc1ccc(CN2CCN(c3ncc(Cc4ccccc4)cn3)CC2)cc1 | -0.9 | -6 | -1 | -1.4 | -11 | -3.2 | -3.2 | . | -1.9 | . | -7
COC(=O)c1[nH]c2ccc(Cl)cc2c1NC(=O)CCN1CCOCC1 | -1.4 | 0 | 2 | 1.4 | -37 | -1.5 | -0.4 | -1.1 | 1.1 | -0.1 | -12
O=C(O)C1CCN(C(=O)COc2ccc3c(c2)oc(=O)c2ccccc23)CC1 | -0.9 | 1 | 0 | 0.0 | i | 2.9 | 0.7 | 0.7 | -0.4 | -1.4 | i
CCOCCCNC(=O)c1ccc2c(c1)N=C(CC)c1cc(Br)ccc1S2 | -0.5 | 0 | 0 | -7.2 | 8 | -1.1 | 4.2* | -2.0 | -0.8 | -1.8 | 4

Screening results deposited in PubChem by several laboratories.
